Screening data as filed in PubChem BioAssay.
RAD52 anneal inh – RAD52 DNA annealing inhibitors, primary screen, biochemical, FRET, single point, set 2. DNA repair protein RAD52 homolog (Homo sapiens), P43351. recombinant RAD52 DNA annealing, FRET fluorescence. inhibition, % at 18.7 µM. actives 0.46% (n = 360,000);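 active means every replicate showing at least 50% inhibition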
DENV2 CPE rescue – inhibitors of DENV2 cytopathic effect, primary screen, cell-based, plate reader, single concentration | actives 1.7% (n = 350,000) | CPE inhibition, % at 9.99 µM | DENV2-infected cells, cytopathic effect rescue; in the data active means CPE inhibition above about 20%, passing the limit was not always enough; tested in BHK-21 cells;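 further: 0% = median of neutral control wells and 100% = median of positive control wells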
Xi reactivation – activators of inactive X chromosome reactivation, primary screen, imaging, XiGFP fibroblasts, GFP high-content imaging, set 2. XiGFP mouse fibroblasts, % GFP-positive cells imaging, 3 d; cells co-treated with 5-aza-dC sensitizer; scaled so ellipticine positive control = 100%. activation, % at 7.58 µM. actives 0.055% (n = 360,000). AID 743238, 2013;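 active means mean normalized replicate activation at least 10% and every replicate at or above 10%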;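 further: 0% = median of on-plate neutral control wells and 100% = ellipticine 6 µM median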
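Assay system – SV40-immortalized XiGFP fibroblast cells, line 68-5-11 · Buffer or medium – DMEM supplemented with 5-aza-dC as sensitizing agent · Dosing – one concentration, pinned · Benchmarks – positive control ellipticine, 6 µM final · Times – 3 days compound exposure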
RAD54 inh – inhibitors of human RAD54 branch migration, primary screen, biochemical, fluorescence, single point | actives 0.14% (n = 360,000) | inhibition, % at 10.4 µM | DNA repair and recombination protein RAD54-like (Homo sapiens), Q92698 | RAD54 Holliday junction branch migration, FAM/BHQ fluorescence;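 active means mean normalized replicate activity at least 40 and at least half of replicates scoring 40 or more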;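 further: 0% = median of neutral control wells and 100% = median of positive control wells; inhibitors cause a drop in the FAM fluorescence signal; in these data hits start at about 50%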
Casp6 inh – human caspase-6 inhibitors, primary screen, biochemical, VEID-R110 fluorescence, single point, set 2; P55212; purified caspase-6, Z-VEID-R110 cleavage fluorescence; inhibition, % at 12.5 µM; actives 0.53% (n = 350,000);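 active means mean inhibition across replicates at least about 35%, with every replicate also reaching that limit, limit read from the data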;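 further: 0% = median of neutral control wells and 100% = no fluorescence left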
Target sequence (P55212 24-179 limits assumed): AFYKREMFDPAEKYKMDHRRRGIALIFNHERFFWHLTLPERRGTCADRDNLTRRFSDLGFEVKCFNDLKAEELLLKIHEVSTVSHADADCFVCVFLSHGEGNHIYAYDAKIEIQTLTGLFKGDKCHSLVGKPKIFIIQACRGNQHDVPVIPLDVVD
Target sequence (P55212 194-293 limits assumed): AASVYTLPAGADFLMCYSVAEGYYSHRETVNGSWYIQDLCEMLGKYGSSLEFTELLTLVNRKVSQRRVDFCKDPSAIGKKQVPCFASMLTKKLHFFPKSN
CFTR F508del cor – F508del CFTR correction, initial screen, CFBE line, single point. CFBE cells, YFP halide quenching; stimulated with forskolin plus potentiator P3; % fluorescence drop versus neutral controls. activity (quench increase), % at 7.58 µM. actives 0.36% (n = 350,000);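 active means mean added fluorescence quench of at least 8% versus neutral control, with both replicates also reaching 8%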;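 further: cells transiently co-express mutant CFTR-F508del with the halide-sensitive YFP; corrector assay measuring rescue of mutant channel to the surface after 24 h compound exposure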
E-sel inducer – E-selectin induction in HUVECs, primary screen, imaging, HUVEC, immunofluorescence imaging, single point | P16581 | normalized: neutral wells 0, TNF-alpha wells 100 | activation, % at 7.58 µM | actives 0.37% (n = 260,000) | AID 686992, 2013;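 active means mean E-selectin-positive cell signal at least 10% of the positive control, reached in at least 60% of replicates, without over 20% cell loss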;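 further: in these data hits start at about 27%; measured in HUVEC primary endothelial cells; signal is the percent of cells scored E-selectin positive by PE staining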
Target sequence (P16581 whole entry, looked up): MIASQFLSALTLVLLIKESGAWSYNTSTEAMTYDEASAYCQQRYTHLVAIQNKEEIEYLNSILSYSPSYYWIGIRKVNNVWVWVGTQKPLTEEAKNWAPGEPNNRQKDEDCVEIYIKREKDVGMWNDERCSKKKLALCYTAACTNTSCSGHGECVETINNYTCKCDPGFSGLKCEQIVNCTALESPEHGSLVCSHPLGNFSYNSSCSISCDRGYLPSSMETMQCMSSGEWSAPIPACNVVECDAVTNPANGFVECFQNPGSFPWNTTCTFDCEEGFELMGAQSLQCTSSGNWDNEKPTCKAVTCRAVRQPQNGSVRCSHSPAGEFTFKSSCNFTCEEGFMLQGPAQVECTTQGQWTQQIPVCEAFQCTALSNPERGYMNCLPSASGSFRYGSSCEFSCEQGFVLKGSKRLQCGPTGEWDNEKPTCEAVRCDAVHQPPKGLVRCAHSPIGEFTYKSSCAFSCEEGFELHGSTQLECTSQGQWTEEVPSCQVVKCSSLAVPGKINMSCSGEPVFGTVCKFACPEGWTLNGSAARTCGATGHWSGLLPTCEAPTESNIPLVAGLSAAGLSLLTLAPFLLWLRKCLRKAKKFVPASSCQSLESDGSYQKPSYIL
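material = human umbilical vein endothelial cells (HUVEC), E-selectin induction | quantity = 3,000 cells/well | medium = EGM-2 growth medium on 0.1% gelatin-coated wells | technique = immunofluorescence imaging | read-out basis = % PE-positive cells | control set = TNF-alpha positive control, DMSO neutral control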
GSIS activator – GLuc luminescence reporter in INS-1E cells, primary screen for activators of glucose-dependent secretion of insulin; activation, % at 16.6 µM; INS-1E GLuc reporter insulin secretion, 2-3 h; AID 743287, 2014; actives 0.61% (n = 370,000);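 active means lowest replicate activation of at least 40%, so every replicate reaches that level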;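 further: 0% = median of neutral control wells and 100% = median of IBMX positive control wells; some compounds called inactive have numbers as strong as hits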
Numbers without * were called inactive; / = no result given.

SMILES | RAD52 anneal inh | DENV2 CPE rescue | Xi reactivation | RAD54 inh | Casp6 inh | CFTR F508del cor | E-sel inducer | GSIS activator
O=P(C1=C(N2CCOCC2)/C(=C\c2ccccc2)CC1)(N1CCOCC1)N1CCOCC1 | -30.2 | 10.6 | / | -8.4 | -3.6 | 3.1 | / | -15.3
O=C(Cc1ccc([N+](=O)[O-])cc1)NC1CCCCCC1 | -18.6 | -0.7 | 0.0 | 6.3 | -2.5 | 0.3 | 0.1 | /
CCOc1ccc(NC(=O)NNC(=O)c2cccnc2)cc1 | -9.4 | -0.9 | 0.0 | -1.5 | -8.6 | -1.7 | -0.3 | 3.0
CCOC(=O)CC1C(=O)NCCN1S(=O)(=O)c1ccc(Br)cc1 (centres undefined) | -5.2 | 1.0 | 0.3 | / | 1.5 | 2.0 | / | 23.9
COC(=O)C[C@@H]1C[C@@H]2c3cc(NS(C)(=O)=O)ccc3O[C@@H]2[C@H](CO)O1 | -13.0 | 7.0 | 0.0 | -4.6 | -0.6 | 2.4 | 0.6 | 16.1
Cc1onc(-c2c(Cl)cccc2Cl)c1-c1nnc(-c2ccc(Cl)cc2)o1 | -17.8 | 0.2 | 0.0 | 0.7 | 2.5 | 0.1 | -0.1 | -3.7
C[C@@H]1CN([C@@H](C)CO)C(=O)c2cc(C#C[C@@H](C)O)cnc2O[C@H]1CN(C)C(=O)Nc1ccc(C(F)(F)F)cc1 | -1.6 | 13.6 | -0.9 | -1.8 | -0.6 | -1.1 | -0.3 | -9.6
COc1ccc(-c2coc3cc(OC)ccc3c2=O)cc1 | -8.0 | -17.2 | / | -11.1 | 2.3 | -1.1 | / | 0.4
C[C@@H]1CN([C@H](C)CO)C(=O)c2cc(NS(=O)(=O)c3ccc(Cl)cc3)ccc2O[C@H]1CN(C)S(=O)(=O)c1ccc(Cl)cc1 | 0.3 | 12.9 | 0.3 | 0.9 | 0.4 | -1.1 | 1.1 | -7.1
Cc1cccc(NC(=O)Cn2cnc3c(oc4ccccc43)c2=O)c1C | -4.7 | 1.5 | 0.0 | 6.3 | -1.5 | -7.5 | 1.4 | 17.5
Cc1noc(C)c1NC(=O)N(C)C[C@H]1Oc2ccc(N(C)C)cc2C(=O)N([C@@H](C)CO)C[C@H]1C | -9.9 | 21.2* | 0.4 | -1.1 | -2.9 | 2.6 | -13.0 | -7.1
C[C@@H]1CN([C@H](C)CO)C(=O)Cc2cc(NS(=O)(=O)c3cn(C)cn3)ccc2O[C@@H]1CN(C)Cc1ccc(C(=O)O)cc1 | 3.6 | -2.4 | 0.1 | 8.7 | 0.2 | 1.5 | -3.9 | 3.8
Cc1[nH]nc(-c2ccc(O)cc2O)c1Oc1ccccc1 | -15.3 | 2.2 | / | 4.9 | 1.1 | 4.6 | / | -32.3
COc1ccc(NC(=O)N(C)C[C@@H]2OCCCC[C@H](C)Oc3ccc(NS(=O)(=O)c4c(C)noc4C)cc3C(=O)N([C@@H](C)CO)C[C@@H]2C)cc1 | / | -2.2 | 0.1 | 6.5 | / | 2.3 | -0.2 | -7.6
COc1ccc(NC(=O)N2CCCCCC2)cc1 | -12.8 | -7.3 | -0.1 | / | -9.2 | -1.8 | 4.7 | 1.1
C=CS(=O)(=O)c1sc(Cl)c(N2CCOCC2)c1[N+](=O)[O-] | -3.0 | 0.0 | 0.0 | / | 3.7 | -2.1 | -0.1 | /
CN(CCOCCOc1ccc(Cl)cc1Br)Cc1ccccc1 | 3.3 | -5.6 | -0.1 | / | -1.9 | 2.0 | 2.3 | -33.7
COc1ccc(Cl)cc1NC(=O)CN(C)C(=O)c1cc2c(F)cccc2s1 | -11.4 | 9.4 | 0.0 | -3.3 | 1.6 | 2.5 | 7.3 | -11.8
CN(c1ccccc1)S(=O)(=O)c1ccc(Cl)c(C(=O)NCc2ccco2)c1 | -14.7 | 4.6 | 0.0 | 6.9 | 2.4 | 3.1 | -0.3 | -2.6
Cc1noc(C)c1S(=O)(=O)Nc1ccc2c(c1)C(=O)N([C@H](C)CO)C[C@@H](C)[C@@H](CN(C)Cc1ccc(C(F)(F)F)cc1)O2 | 0.8 | 4.9 | -0.2 | -7.7 | 4.5 | 2.1 | 0.5 | -29.6
COc1ccc(N=C2Sc3ccccc3[C@@H]3C[C@H]4[C@H](CON4C)CN23)c(OC)c1 | -4.8 | -0.5 | 0.3 | / | 0.2 | -0.9 | 0.1 | 7.7
Cc1ccc(NS(=O)(=O)c2ccc3c(c2)NC(=O)CCS3)cc1F | -19.8 | -4.3 | 0.1 | 4.1 | 1.4 | -0.2 | 0.4 | -14.4
Cc1ccc([C@H]2C[C@@H](n3cc(-c4ccc(F)cc4)nn3)[C@H](O)CN2Cc2cccs2)cc1 | 1.6 | -0.7 | 0.1 | -3.5 | 0.4 | 0.4 | 0.1 | -37.6
CCCn1c(OC)nc2c1c(=O)n(C)c(=O)n2C | 1.6 | -7.2 | -0.1 | -2.6 | -0.9 | -3.0 | 0.1 | 4.1
CCCCC(=O)Nc1cccc(NC(=O)c2cccc([N+](=O)[O-])c2)c1 | -1.7 | -1.2 | 0.3 | / | 2.3 | -1.4 | 2.0 | -2.4
CCOC(=O)[C@H]1[C@H]2COc3cc(OC)ccc3[C@@H]2N2C(=O)c3cc(F)ccc3NC(=O)[C@@]12C | -9.0 | -9.4 | 0.4 | -3.0 | 4.6 | 0.9 | 0.0 | -15.0
C[C@H]1CN([C@@H](C)CO)C(=O)c2cccc(NS(=O)(=O)c3ccc(Cl)cc3)c2O[C@H]1CN(C)Cc1ccc(C(=O)O)cc1 | 9.8 | 9.7 | -1.0 | -9.4 | 1.7 | -0.3 | -0.2 | 3.1
O=C(Nc1ccccc1)c1cc(C2CCCCN2S(=O)(=O)c2ccc(F)cc2F)on1 (centres undefined) | -31.7 | -9.0 | 0.1 | -6.8 | -3.3 | 0.2 | 0.5 | -1.8
C[C@@H](O)C#Cc1ccc([C@H]2[C@H](CO)N3CCCCN(C(=O)Nc4ccccc4)C[C@@H]23)cc1 | -19.3 | -11.4 | 0.2 | 12.4 | 7.8 | 1.6 | 0.9 | 5.0
C[C@H]1CCCCO[C@@H](CN(C)Cc2ccc(C(F)(F)F)cc2)[C@@H](C)CN([C@@H](C)CO)C(=O)c2cc(NS(C)(=O)=O)ccc2O1 | / | 18.0 | 0.0 | 1.2 | / | -0.8 | 0.0 | -2.3

3 compounds already listed, ordered by heavy-atom count, smallest number first:
SMILES | RAD52 anneal inh | DENV2 CPE rescue | Xi reactivation | RAD54 inh | Casp6 inh | CFTR F508del cor | E-sel inducer | GSIS activator
CN(CCOCCOc1ccc(Cl)cc1Br)Cc1ccccc1 | 3.3 | -5.6 | -0.1 | / | -1.9 | 2.0 | 2.3 | -33.7
Cc1ccc([C@H]2C[C@@H](n3cc(-c4ccc(F)cc4)nn3)[C@H](O)CN2Cc2cccs2)cc1 | 1.6 | -0.7 | 0.1 | -3.5 | 0.4 | 0.4 | 0.1 | -37.6
Cc1noc(C)c1S(=O)(=O)Nc1ccc2c(c1)C(=O)N([C@H](C)CO)C[C@@H](C)[C@@H](CN(C)Cc1ccc(C(F)(F)F)cc1)O2 | 0.8 | 4.9 | -0.2 | -7.7 | 4.5 | 2.1 | 0.5 | -29.6

(listing goes on)
SMILES | RAD52 anneal inh | DENV2 CPE rescue | Xi reactivation | RAD54 inh | Casp6 inh | CFTR F508del cor | E-sel inducer | GSIS activator
COc1ccc(CCN(C)C(=O)c2cc(=O)c3ccccc3o2)cc1OC | -14.2 | -6.6 | 0.4 | -3.7 | 0.2 | -1.5 | / | 23.7
CCCc1[nH]c2ccc(C#N)cc2c1CCC | -10.6 | -7.1 | 0.1 | -4.1 | 0.9 | -1.0 | / | 1.0
Cc1ccc(CCNC(=O)c2nn(C)c3c2CS(=O)(=O)c2ccccc2-3)cc1 | -4.1 | -3.3 | 0.0 | -4.8 | 0.2 | 1.6 | / | -13.6
Cc1cc(C(=O)CCC(=O)N2CCN(S(=O)(=O)c3ccccc3)CC2)c(C)s1 | -54.1 | -8.3 | 0.4 | 2.4 | 1.5 | 1.2 | -0.1 | -23.1
Nc1cccc(Oc2ccc([N+](=O)[O-])cc2)c1 | -0.1 | 2.2 | 0.0 | / | 9.6 | 1.0 | / | 4.8
CC(C)(C)c1cc(NC(=O)c2ccco2)n(-c2ccccc2)n1 | -8.8 | 2.6 | 0.0 | / | 0.6 | -3.3 | / | -3.5
Cc1cccc(C)c1OCc1cc(C(=O)NCc2cn(C)nc2C)no1 | -15.6 | -1.2 | 0.0 | 17.4 | 0.1 | 5.5 | / | -5.8
C[C@@H]1CN([C@@H](C)CO)C(=O)c2cc(NS(=O)(=O)c3cccs3)ccc2O[C@H]1CN(C)CC1CC1 | 13.9 | -16.7 | 4.2 | 9.6 | 1.0 | 2.4 | -0.1 | 0.9
COc1ccc(NC(=O)CSc2nncn2C)cc1 | -12.2 | 8.9 | 0.0 | -5.0 | 1.6 | -3.2 | / | 13.4
CN(C)S(=O)(=O)N1CCC(Oc2ccc(C(=O)NCC(C)(C)CO)cc2)CC1 | 13.6 | 3.5 | 0.0 | / | -0.8 | 0.5 | / | 8.1
COc1ccc(OC)c(-n2c(Cn3c(-c4ccccn4)nc4ccccc43)n[nH]c2=S)c1 | -5.5 | -10.4 | 0.0 | 3.2 | 6.0 | 0.5 | / | -2.5
COc1cccc(NC(=O)C[C@@H]2CC[C@H]3[C@H](COc4ccc(NC(=O)c5ccccc5F)cc4C(=O)N3C)O2)c1 | 9.0 | -2.4 | 0.3 | -0.7 | -2.8 | -2.3 | 0.0 | 2.3
CNC[C@@H]1Oc2cc(C#Cc3cccnc3)ccc2S(=O)(=O)N([C@@H](C)CO)C[C@H]1C | 0.8 | -0.7 | -0.5 | -3.0 | -0.1 | 1.3 | 0.4 | -22.1
O=C(Cc1ccc(Cl)cc1)Nc1ccc(NC(=O)c2cccs2)cc1 | -6.4 | / | -0.1 | / | 1.2 | -1.4 | -2.2 | 6.9
CCC(C)n1c(-c2cccc(S(=O)(=O)N3CCOCC3)c2)n[nH]c1=S (centres undefined) | -9.4 | 0.0 | 0.0 | -2.5 | 0.8 | 0.1 | 1.3 | 7.0
C[C@H](CO)N1C[C@H](C)[C@@H](CN(C)C)Oc2c(NC(=O)Nc3ccccc3)cccc2C1=O | 14.0 | 6.4 | -1.2 | -4.0 | 1.4 | -3.4 | -0.1 | -5.1
Cc1ccc(CNc2c(C=O)c(=O)[nH]c3ccccc23)cc1 | -2.3 | -3.5 | 0.5 | 5.9 | -0.6 | 2.8 | 0.0 | 11.2
Cc1nc2ccccc2c(=O)n1/N=C/c1ccc(O)cc1O | -45.6 | 1.5 | 0.0 | / | 5.0 | -0.6 | / | 6.7
CC(C)(C)NC(=O)C1CCN(S(=O)(=O)c2cccc3nsnc23)CC1 | -6.4 | -7.0 | 0.0 | 7.6 | 55.0* | 3.2 | / | -2.3
CC1=C(CC[C@@H](C)CO)OC2CC3C4CCC5CC(O)CCC5(C)C4CC(=O)C3(C)C12 (some centres undefined) | -8.2 | -9.3 | / | 0.8 | -2.9 | -1.6 | / | /
O=C(CC1CC1)Nc1ccc2c(c1)[C@@H]1C[C@H](CC(=O)N3CCc4ccccc4C3)O[C@H](CO)[C@@H]1O2 | -4.2 | -7.7 | 0.0 | 3.8 | -3.0 | -0.2 | -0.3 | -3.9
